# ATG4B inh: ATG4B protease inhibitors, primary screen, biochemical, fluorescence, uHTS. AID 504462, 2011. ATG4B cleavage of LC3-PLA2, NBD-HPC fluorescence, 1 h. inhibition, % at 8.33 µM. hit rate 0.51% among 340,000; in the data active = inhibition above about 40%
# Target sequence (Q9Y4P1 whole entry, looked up): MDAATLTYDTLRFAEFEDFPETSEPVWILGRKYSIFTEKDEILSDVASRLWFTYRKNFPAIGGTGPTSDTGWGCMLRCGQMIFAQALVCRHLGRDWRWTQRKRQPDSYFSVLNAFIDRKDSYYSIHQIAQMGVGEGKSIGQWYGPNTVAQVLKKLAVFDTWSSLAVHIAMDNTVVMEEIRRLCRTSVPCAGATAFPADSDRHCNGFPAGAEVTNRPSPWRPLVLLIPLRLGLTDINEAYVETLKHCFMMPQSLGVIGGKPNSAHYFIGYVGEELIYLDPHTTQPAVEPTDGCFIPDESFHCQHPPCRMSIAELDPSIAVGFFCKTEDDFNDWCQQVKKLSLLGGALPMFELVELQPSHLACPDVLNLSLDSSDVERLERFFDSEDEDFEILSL
# HKDC1 inhibitor: HKDC1 hexokinase inhibitors, primary screen, biochemical, fluorescence, uHTS. Q2TB90. recombinant HKDC1, G6PDH/diaphorase resazurin coupled fluorescence. inhibition, % at 20 µM. hit rate 0.16% among 340,000;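 active = inhibition above about 35% when tested at 20 µM, limit read from the data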;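 note: plate controls were DMSO wells with enzyme for no effect and DMSO wells lacking enzyme for full effect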
#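 Assay system – recombinant HKDC1 (HK5) hexokinase enzyme, produced in-house · Input – HKDC1 at 5 µg/mL · Reagent – glucose plus 1 mM ATP as hexokinase substrates · Timing – 90 min reaction incubation at room temperature, dark · Measured by – G6PDH/diaphorase-coupled fluorescence, 1 mM NADP, 100 µM resazurin, 525/613 nm · Benchmarks – DMSO-enzyme wells negative, buffer-substituted wells positive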
# MPTP inh: mitochondrial permeability transition pore inhibitors, primary screen, biochemical, isolated mouse mitochondria, absorbance. Ca2+ swelling absorbance, 30 min. inhibition, % at 10 µM. hit rate 1.4% among 360,000;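 active = inhibition of 50% or more, scaled per plate between neutral and stimulator controls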;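 note: 0% = DMSO wells given calcium and 100% = 1 mM EGTA wells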
# SENP8 block: human SENP8 protease inhibitors, primary screen, biochemical, fluorescence, Nedd8 protein substrate, uHTS. Sentrin-specific protease 8 (Homo sapiens), Q96LD8. inhibition, % at 20 µM. recombinant SENP8. hit rate 0.64% among 360,000; in the data active = inhibition mostly above about 40%, no sharp cut-off; inactive = mostly below about 27%
# Target sequence (Q96LD8 whole entry, looked up): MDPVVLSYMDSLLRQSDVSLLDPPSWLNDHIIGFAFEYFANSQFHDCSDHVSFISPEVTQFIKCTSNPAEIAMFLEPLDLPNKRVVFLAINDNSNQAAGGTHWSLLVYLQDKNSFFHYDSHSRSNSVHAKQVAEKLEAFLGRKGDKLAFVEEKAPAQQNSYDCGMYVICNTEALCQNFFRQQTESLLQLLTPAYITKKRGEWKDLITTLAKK
# SENP7 block: SENP7 protease inhibitors, primary screen, biochemical, luminescence, uHTS; Sentrin-specific protease 7 (Homo sapiens), Q9BQF6; recombinant SENP7, Z-RLRGG-aminoluciferin luminescence, 40 min; inhibition, % at 5 µM; hit rate 1.5% among 330,000; AID 434973, 2010;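 active = inhibition above about 50% at the single test dose, limit read from the data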;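 note: plate controls were DMSO with enzyme for no effect and no enzyme buffer wells for full effect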
# Target sequence (Q9BQF6 706-1050 limits assumed): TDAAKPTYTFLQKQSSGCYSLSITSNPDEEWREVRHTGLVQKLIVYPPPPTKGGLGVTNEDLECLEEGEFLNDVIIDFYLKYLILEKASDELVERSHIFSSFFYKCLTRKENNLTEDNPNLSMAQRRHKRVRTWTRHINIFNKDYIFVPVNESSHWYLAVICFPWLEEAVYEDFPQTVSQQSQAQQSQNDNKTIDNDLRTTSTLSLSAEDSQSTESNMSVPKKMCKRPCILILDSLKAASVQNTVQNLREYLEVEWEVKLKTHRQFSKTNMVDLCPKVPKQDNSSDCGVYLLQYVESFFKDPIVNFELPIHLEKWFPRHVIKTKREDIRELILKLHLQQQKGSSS
# SENP6 block: SENP6 protease inhibitors, primary screen, biochemical, luminescence, uHTS | Sentrin-specific protease 6 (Homo sapiens), Q9GZR1 | Recombinant SENP6 catalytic domain, aminoluciferin luminescence | inhibition, % at 10 µM | hit rate 1.8% among 330,000 | AID 2599, 2010;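 active = inhibition above about 50% at the single tested dose, limit read from the data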;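 note: plate controls were DMSO wells with enzyme for no effect and DMSO wells lacking enzyme for full effect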
# GRIN3A LBD mod: binders of NR3A ligand-binding domain, primary screen, biophysical, differential scanning fluorimetry, uHTS. Glutamate receptor ionotropic, NMDA 3A (GRIN3A) ligand-binding domain. NR3A LBD differential scanning fluorimetry, Tm shift; 0% = protein alone, 100% = glycine-bound protein. Tm shift relative to glycine control, % at 25 µM. hit rate 2.5% among 340,000;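 active = melting temperature shift of at least 10% of the positive control shift, at one fixed dose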
# PfG6PD inh: PfG6PD enzyme inhibitors, primary screen, biochemical, fluorescence intensity, uHTS | AID 504690, 2011 | PfGluPho enzyme, NADPH resazurin-diaphorase fluorescence | hit rate 0.78% among 350,000 | inhibition, % at 20 µM;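 active = inhibition reaching at least a set limit at 20 µM in the primary screen, cut at about 59% in these data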;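 note: 0% = DMSO wells with substrate and 100% = DMSO wells lacking glucose-6-phosphate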
# * marks the source's active call; other numbers are inactive results; x = no result given.
SMILES,ATG4B inh,HKDC1 inhibitor,MPTP inh,SENP8 block,SENP7 block,SENP6 block,GRIN3A LBD mod,PfG6PD inh
COc1cc(C2C(C(=O)c3cccs3)=C(O)C(=O)N2Cc2ccco2)cc(OC)c1OC (stereo not drawn),-3,1,-0.2,16,-10,1,1,5
Cc1ccc(CN2CCCN(Cc3c(C)cc(C)cc3C)S2(=O)=O)cc1,-3,-2,-0.3,16,2,10,1,6
Cc1noc(C)c1S(=O)(=O)NCCc1ccc(S(N)(=O)=O)cc1,-3,-1,-1.4,19,7,-4,6,-3
CC/C(=N\NC(=O)OC)c1ccc(OC(F)F)cc1,4,-6,-1.1,25,-1,-23,5,-15
Cn1c(Cn2c(C(F)(F)F)nc3ccccc32)nc2ccccc21,4,-6,0.5,-9,1,-10,-7,19
O=C(c1cc2nc(C3CC3)cc(C(F)F)n2n1)N1CCOCC1,-1,-7,-3.4,-15,-8,-10,-3,-2
COc1ccc(NC(=O)CN(C)C(=O)c2ccc(-c3cccc(C(F)(F)F)c3)o2)cc1,-17,1,0.3,-7,-8,2,-5,18
Cc1ccc(S(=O)(=O)N2CCN(C(=O)c3cc(C4CC4)nc4c3cnn4C(C)C)CC2)cc1,2,-4,-0.7,6,-3,10,-1,16
COc1ccc(N(CC(=O)Nc2ccccc2C)S(=O)(=O)c2c(C)[nH]c(=O)[nH]c2=O)cc1,-15,-2,0.2,34,-6,-11,-1,-8
CC1(C(=O)N2CCN(c3ccccc3)CC2)CC1(Cl)Cl (stereo not drawn),-2,1,-0.1,3,8,10,0,-4
COc1ccc(Nc2c[nH]c(=O)[nH]c2=O)cc1,1,3,-3.1,32,x,x,2,19
Cc1c(-c2ccccc2)[n+](=O)c(-c2ccc(Br)cc2)c(C)n1[O-],-13,-2,2.1,5,4,-18,2,6
c1ccc(Nc2cc(-c3ccccc3)nc3ncnn23)cc1,-9,19,-0.6,-52,-5,0,-1,-6
COc1cc(/C=N/NC(=S)NCCN2CCOCC2)ccc1O,2,-4,1.2,-49,2,-2,-1,-2
N#C/C(=C(/O)CN1CCCCC1)c1nc(-c2ccc(Cl)cc2)cs1,7,-5,1.1,9,-7,-2,-11,6
Cc1ccc(N(C(=O)c2snc(C(N)=O)c2N)C(C(=O)NCC2CCCO2)c2c[nH]c3ccccc23)cc1 (stereo not drawn),2,5,-0.5,-270,5,-22,7,12
Cc1cc(C)c(S(=O)(=O)CCC(C)C)c(=O)[nH]1,-5,-4,-0.8,-12,1,8,0,13
CCOC(=O)C1=CN(C)CCC1=O,4,-7,-3.4,14,x,x,0,6
O=C(O)CCCCCN1C(=O)C2CCCCC2C1=O (stereo not drawn),-5,0,0.4,16,6,2,-1,-1
COC(=O)[C@]1(C)N[C@H](CN(C)C(=O)Nc2ccc(C)cc2)[C@@H]2C(=O)N(C)C(=O)[C@@H]21,0,-7,0.2,14,-5,-11,1,8
Cn1c(SCc2cccc(C(F)(F)F)c2)nnc1-c1ccco1,-6,-1,-1.2,17,-1,5,-2,10
CCc1c(Cl)nc(N)nc1Nc1ccccc1C,1,-5,0.6,10,x,x,-1,16
CC1CCN(CCNC(=O)CN(C)S(=O)(=O)c2cccc3nsnc23)CC1,-11,0,-0.2,28,5,3,1,-11
O=C(Nc1ccc([N+](=O)[O-])c(NC(=O)c2cccnc2)c1)c1cccnc1,-4,-2,2.1,-66,6,0,-1,-1
O=C(CNc1cccc2ccccc12)N/N=C/c1ccc([N+](=O)[O-])o1,-11,11,4.5,-99,39,80*,-8,17

# Gathered by group, the entries above containing a nitro group on carbon.
SMILES,ATG4B inh,HKDC1 inhibitor,MPTP inh,SENP8 block,SENP7 block,SENP6 block,GRIN3A LBD mod,PfG6PD inh
O=C(Nc1ccc([N+](=O)[O-])c(NC(=O)c2cccnc2)c1)c1cccnc1,-4,-2,2.1,-66,6,0,-1,-1
O=C(CNc1cccc2ccccc12)N/N=C/c1ccc([N+](=O)[O-])o1,-11,11,4.5,-99,39,80*,-8,17

# Entries of single compounds, quoted from the list. Values in the order: ATG4B inh | HKDC1 inhibitor | MPTP inh | SENP8 block | SENP7 block | SENP6 block | GRIN3A LBD mod | PfG6PD inh
# CC1CCN(CCNC(=O)CN(C)S(=O)(=O)c2cccc3nsnc23)CC1 reads -11 | 0 | -0.2 | 28 | 5 | 3 | 1 | -11
# Cn1c(SCc2cccc(C(F)(F)F)c2)nnc1-c1ccco1 reads -6 | -1 | -1.2 | 17 | -1 | 5 | -2 | 10
# COc1ccc(NC(=O)CN(C)C(=O)c2ccc(-c3cccc(C(F)(F)F)c3)o2)cc1 reads -17 | 1 | 0.3 | -7 | -8 | 2 | -5 | 18
# COc1cc(/C=N/NC(=S)NCCN2CCOCC2)ccc1O reads 2 | -4 | 1.2 | -49 | 2 | -2 | -1 | -2

# Going on with the list:
SMILES,ATG4B inh,HKDC1 inhibitor,MPTP inh,SENP8 block,SENP7 block,SENP6 block,GRIN3A LBD mod,PfG6PD inh
O=C1CCC(c2ccccc2)=NN1Cc1c(F)cccc1Cl,-5,1,0.9,19,-3,4,-3,35
COc1ccc(N2CCN(c3nc4cc(C)ccc4cc3C=O)CC2)cc1,-1,-2,1.4,3,3,-3,0,21
Cc1ccc(CNC(=O)C2CN(S(C)(=O)=O)c3cc(Cl)ccc3O2)cc1 (stereo not drawn),-12,0,-0.9,8,0,-4,3,-3
Cc1ccc(-c2nc(-c3cccnc3)no2)cc1,-10,-4,13,26,82*,81*,-1,4
Cc1ccc(CNC(=O)CNS(=O)(=O)c2ccc(Br)s2)cc1,-1,-3,2.1,12,6,-2,2,8
COC(=O)c1ccc(NC(=O)c2ccc(NC(=O)C3CCCO3)cc2)cc1 (stereo not drawn),-8,-2,1.5,20,-8,1,-3,17
CO/N=C\Cc1oc(=O)c(NC(=O)c2ccccc2)cc1C(=O)OC,3,-10,-0.9,-50,-7,-7,1,6
O=C(Nc1ccc2c(c1)OCO2)Nc1ccccc1F,-3,-5,-1.5,1,99*,94*,-13,23
CC(C)(O)c1ccc2c(c1)CCC1C(C)(C(=O)O)CCCC21C (stereo not drawn),-8,-3,-0.3,12,-10,-14,-3,0
O=C(O)/C=C/C(=O)N1CCN(C(=O)/C=C/C(=O)O)CC1,3,-7,-0.9,8,2,-4,0,-16
O=[N+]([O-])c1cc(C(F)(F)F)ccc1NC1CCN(Cc2ccccc2)CC1,1,4,3.2,24,-1,5,-2,10
CCCNC(=O)c1cc(-c2ccc(OC)cc2)on1,-3,-11,0.6,6,9,23,-1,-3
CNC(=O)c1snnc1-c1ccccc1,7,-4,-0.3,15,-5,-1,-1,8
O=C(O)CCCC(=O)Nc1ccc2c(c1)oc1ccccc12,-3,1,2.2,20,2,22,1,-22
O=C(CNC(=O)c1ccco1)NCC(=O)OC(C(=O)c1ccccc1)c1ccc(Cl)cc1 (stereo not drawn),7,5,-1.3,7,-2,4,-5,-11
COc1ccc(OC)c(NC(=O)CSc2ncccn2)c1,0,4,0.4,18,-4,-8,1,-8
CCOc1cc(C2NN=C(c3ccccc3)S2)ccc1OCc1ccccc1Cl (stereo not drawn),-2,-5,1.3,-279,8,66*,0,25
COC(=O)COn1c(SCC(=O)OC)nc2ccccc2c1=O,-5,-3,0.2,9,-10,-20,1,-5
Cc1cccc(N(C)S(=O)(=O)c2ccc3c(c2)C(C)(C)C(=O)N3C)c1,-5,4,-0.7,17,0,2,0,39
COc1ccc(C(=O)CSC#N)cc1OC,-9,-6,2.9,4,0,11,2,11
N#CCCn1cc(/C=N/NC(N)=S)c(-c2ccc(-c3ccccc3)cc2)n1,-12,-1,-2.4,-1,-5,7,5,15
O=[N+]([O-])c1ccc(Nc2ccc(F)cc2)nc1,4,-6,18,11,x,x,7,-1
COc1cc2ccccc2cc1C(=O)Nc1ccncc1,-9,-5,0.4,-392,8,-6,-13,6
COc1cc2c(cc1OC)CN(c1ccc(F)cc1[N+](=O)[O-])CC2,1,3,1.0,-86,-6,1,2,58
COc1cccc(NC(=O)CN2C(=O)COc3ccc(S(=O)(=O)N4CCCCCC4)cc32)c1,1,0,0.3,-2,3,-3,1,-18

# Further compounds
SMILES,ATG4B inh,HKDC1 inhibitor,MPTP inh,SENP8 block,SENP7 block,SENP6 block,GRIN3A LBD mod,PfG6PD inh
CC(=O)N1CCc2ccc(N)cc21,0,0,-0.2,12,x,x,0,8
COc1ccc(NC(=O)CCc2nc3ccccc3s2)c(OC)c1,-7,2,-2.7,18,4,-30,-1,11
Nc1ncc2c(n1)-c1ccoc1CC2,4,-4,0.5,-280,-5,-10,0,2
O=C(CCNC(=O)c1ccccc1Cl)Nc1nc2ccccc2[nH]1,5,-4,-1.9,13,-1,8,0,7
Cn1c(Oc2ccc(Cl)cc2)c(C=O)c2ccccc21,-3,-6,1.4,2,1,10,15*,-8
CCN=c1scc(-c2ccco2)n1/N=C/c1ccc(O)cc1,-6,-3,3.2,-24,0,6,4,4
O=C(Nc1cccnc1Cl)c1cc(-c2ccc(Cl)cc2)on1,-6,-5,0.8,-25,2,-28,2,-10
COc1cccc(NC(=S)N2CCN(C)CC2)c1,5,-4,0.0,7,4,4,-1,-9
O=C(CCSc1nnc(-c2ccccc2)o1)N1CCOCC1,6,-16,0.4,-15,0,-16,-6,-9
CCOc1c(O)ccc(C2NC(=O)NC(C)=C2C(=O)OC)c1[N+](=O)[O-] (stereo not drawn),8,14,-1.5,8,5,8,-2,-14
Oc1ccccc1C=NN=C1c2ccccc2-c2ccccc21,2,2,3.5,22,x,x,-13,13
COc1ccc(C(=O)N2CCC(C(=O)Nc3ccc4c(c3)OCCO4)CC2)cc1,-13,-3,0.0,13,-2,-20,-1,2
CCOC(=O)c1[nH]c2ccc(OC)cc2c1NC(=S)N1CCN(c2ccccc2)CC1,28,-5,0.3,-198,5,5,-5,7
O=Cc1cn(CC(O)CN2CCCCC2)c2ccccc12 (stereo not drawn),-3,1,0.7,10,-10,-16,-1,-5
Cn1cccc1C(=O)c1ccc(Cl)cc1Cl,-2,-12,1.3,15,-3,-4,-1,-2
Cc1ccc(NC(=O)c2cc(S(=O)(=O)N3CCCCC3)c[nH]2)cc1C,-13,-4,1.2,8,9,-13,0,9
COc1c2c(nc3occc13)C(CC=C(C)C)(OC)C(O)CC2 (stereo not drawn),-8,-7,-0.7,3,-1,-11,0,8
CC(=O)c1ccc(NC(=O)COC(=O)Cn2cnc3ccccc32)cc1,-4,-3,-0.9,2,3,6,0,13
O=C(COC(=O)c1ccccc1)NC(=O)NC1CCCC1,2,-5,-1.4,10,-4,-24,x,0
Cc1cc(C)c(OCC(=O)Nc2nnc(C3CC3)s2)c(C)c1,6,-2,1.4,4,10,-32,x,9
O=C(OCCOc1cccc(Cl)c1)c1cc(S(=O)(=O)N2CCOCC2)ccc1F,-3,1,-1.8,6,-7,-1,1,7
CC(C)Oc1ccc(C(=O)NC2CCCCC2)cc1,-8,2,-1.1,17,-7,5,-1,-2
CS(=O)(=O)N1CCC(C(=O)Nc2ccc(C(F)(F)F)cc2)CC1,-13,-5,-0.9,5,6,9,-2,1
COC(=O)c1ccccc1N/C=C/C(=O)c1ccc(Br)cc1,27,-4,-0.5,-207,53*,66*,6,43
Clc1ccc(-c2nc(Cc3ccccc3)no2)cc1,1,-5,0.9,17,10,45,2,-8
CCOc1ccccc1N(CC(=O)NCc1ccncc1)S(=O)(=O)c1ccccc1,-4,-3,0.2,4,-3,12,-1,-2
COc1ccc2[nH]c3c(C)c4cc[n+](C)cc4c(C)c3c2c1,-7,5,3.2,-12,x,x,0,29
O=C(C[n+]1ccccc1)N/N=C/c1c(F)cccc1Cl,-2,-2,1.1,14,7,4,0,-12
N#Cc1ccc(CSc2ccc(S(=O)(=O)N3CCCC3)cn2)cc1,-2,0,-0.9,6,1,10,2,16

# From PubChem
